Texas Red fluor: qHTS Assay for Spectroscopic Profiling in Texas Red Spectral Region | Compound fluorescence, Texas Red channel, 547/618 nm; stronger effect = higher value | max dye-equivalent concentration, M | 59,000 compounds, 0.06% hits | AID 587, 2007; in the data active = max dye-equivalent concentration above about 10 nM; inconclusive = between about 1.1 nM and that limit
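Texas Red-region profiling: compounds in 100 mM Tris pH 8.0 were read at 547/618 nm after 15 min at room temperature. Intensities were normalized against a six-point Texas Red standard series to give dye-equivalent concentration.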
FLuc inh: qHTS Assay for Inhibitors of Firefly Luciferase | purified firefly luciferase, luminescence, 8 min | Potency, µM (top dose mostly 57.1 µM), inactives show at the highest dose activity change, negative = inhibition, most hits filed as inhibitors | 72,000 compounds, 2.2% hits | AID 411, 2009; also: potency is read from the fitted curve at half-maximal effect; % is scaled to controls: 0 for no effect and ±100 for the full control effect; nearly all actives have a fitted effect of over 40% in size
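Here, luciferase activity is measured as luminescence following an 8 min room-temperature reaction at 10 uM ATP, pH 7.2. Every library sample is titrated.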
Rhodamine fluor: qHTS Assay for Spectroscopic Profiling in Rhodamine Spectral Region; AID 594, 2007; 59,000 compounds, 0.05% hits; max dye-equivalent concentration, M; Rhodamine-region fluorescence, 547/598 nm, Tris buffer; stronger effect = higher value; in the data active = max dye-equivalent concentration above about 11 nM; inconclusive = between about 1.1 nM and that limit
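Intrinsic compound fluorescence, ex 547 / em 598 nm, CCD imager. Tris 100 mM pH 8.0; 15 min RT. Output = rhodamine dye-equivalent concentration at each compound concentration.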
ERK AVP inh: qHTS Assay for Inhibitors of the ERK Signaling Pathway using a Homogeneous Screening Assay. AID 995, 2007. 72,000 compounds, 0.99% hits. HEK293-V1b, vasopressin-stimulated pERK AlphaScreen. Potency, µM (titrated, usually from 57.5 µM), without a hit: at the highest dose activity, negative = inhibition, most hits filed as inhibitors; also: potency is read from the fitted curve at half-maximal effect; % is scaled to controls: 0 for no effect and ±100 for the full control effect; nearly all actives have a fitted effect of over 55% in size
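HEK293 cells stably expressing V1b receptor, preincubated 30 min at 37 °C with compound, then stimulated 5 min with 25 nM vasopressin. Phospho-ERK by AlphaScreen SureFire after 5 h RT; normalized to DMSO and vasopressin; AC50 by Hill fit.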
HBB splice mod: qHTS Assay for Modulators of Hemoglobin Beta Chain Splicing | HBB splicing reporter cell assay, activation; EGFP reporter with mutant IVS2-654 intron; response scale: normalised to 500 nM splice-correcting PNA | Potency, µM (doses to about 46.1 µM), inactives show at the top dose activation, most hits filed as activators | 65,000 compounds, 0.06% hits | AID 925, 2007; also: potency is read from the fitted curve at half-maximal effect; 0% is about no effect
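Compounds were applied for 2 days to HeLa EGFP-654 cells, 500/well in Optimem with 2% FCS. The reporter's EGFP is disrupted by mis-splicing of beta-globin intron IVS2-654. Readout: summed well GFP fluorescence from 488 nm laser scanning; reference was 500 nM antisense […] 654 PNA.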
Hsp90 Hop PPI: qHTS Assay for Disrupters of an Hsp90 Co-Chaperone Interaction | Hsp90 C-terminal peptide / TPR2A (Hop) interaction, human | AlphaScreen TPR2A-His6 binding biotin-Hsp90 C-terminal peptide | Potency, µM (top dose mostly 57 µM), inactives show at the highest dose activity change, negative = inhibition | 71,000 compounds, 0.44% hits | AID 595, 2007; active = well fitted curve in either direction with a large enough effect; inconclusive = small, poorly fitted or top-dose-only effect, or another doubt; also: potency is read from the fitted curve at half-maximal effect; % is scaled to controls: 0 for no effect and ±100 for the full control effect; many of its hits are not listed in these tables
Pol III holo inh: qHTS Assay for Inhibitors of DNA Polymerase III Holoenzyme System. Potency, µM (top dose mostly 57.1 µM), for inactives: top-dose activity change, negative = inhibition. reconstituted DNA polymerase III holoenzyme replication, biochemical. 71,000 compounds, 0.25% hits; also: potency is read from the fitted curve at half-maximal effect; % is scaled to controls: 0 for no effect and ±100 for the full control effect
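Reconstituted *E. coli* holoenzyme (0.35 nM Pol III, 1 nM beta, 154 nM SSB, 2 nM primase) was preincubated with compound for 15 min at RT. Synthesis on 1.4 nM ssM13Gori ran 35 min, then was stopped with PicoGreen/EDTA and read as dsDNA fluorescence.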
CRE Fsk mod: Cell signaling CRE-BLA (Fsk stim) | CHO CRE-bla reporter (cAMP response element driving beta-lactamase), forskolin EC10, beta-lactamase ratio | Potency, µM (titrated, usually from 38.2 µM), without a hit: at the top dose activity change, negative = inhibition, most hits filed as activators | 71,000 compounds, 2.5% hits; active = well fitted activation curve with a large enough effect in the signal ratio, with a control signal flat, not every such curve was filed as active; inconclusive = small, poorly fitted or top-dose-only effect, or effect the other way, or a change in a side signal; the % refers to the signal ratio; also: potency is read from the fitted curve at half-maximal effect; % of control where 0% means no effect
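Using CellSensor CRE-bla CHO cells in Opti-MEM with 0.5% dialyzed FBS, compounds were titrated with EC10 NKH 477 for 3 h at 37 °C. CCF4 ratio (460/530 nm) gave %Activity; AC50 derived.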
HADH2 inh: qHTS Assay for Inhibitors of HADH2 (Hydroxyacyl-Coenzyme A Dehydrogenase, Type II) | 3-hydroxyacyl-CoA dehydrogenase type-2 (Homo sapiens), Q99714 | recombinant HADH2, NADH fluorescence, beta-hydroxybutyryl-CoA | Potency, µM (titrated, usually from 57.1 µM), without a hit: at the top dose activity change, negative = inhibition, hits mostly inhibitors | 73,000 compounds, 3.4% hits | AID 886, 2007; also: potency is read from the fitted curve at half-maximal effect; % is scaled to controls: 0 for no effect and ±100 for the full control effect; nearly all actives have a fitted effect of over 60% in size; many of its hits are not listed in these tables
Target sequence (Q99714 whole entry, looked up, one chain of several): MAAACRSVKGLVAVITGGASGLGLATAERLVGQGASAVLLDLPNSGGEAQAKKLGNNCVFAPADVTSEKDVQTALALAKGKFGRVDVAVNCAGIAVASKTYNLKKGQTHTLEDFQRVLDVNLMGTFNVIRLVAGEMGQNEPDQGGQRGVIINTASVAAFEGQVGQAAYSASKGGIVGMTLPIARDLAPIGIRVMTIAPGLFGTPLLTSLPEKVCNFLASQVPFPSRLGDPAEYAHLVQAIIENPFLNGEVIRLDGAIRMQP
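Buffer 100 mM Tris-HCl pH 9.0/0.01% Tween-20; HADH2 20 nM; NAD+ 1 mM; beta-hydroxybutyryl-CoA 90 uM (all final). 15 min cpd preincubation, RT.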
15-hLO inh: qHTS Assay for Inhibitors of 15-hLO (15-human lipoxygenase) | purified 15hLO-1, xylenol orange hydroperoxide absorbance | Potency, µM (titrated, usually from 57.1 µM), for inactives: top-dose activity change, negative = inhibition, hits mostly inhibitors | 74,000 compounds, 1.4% hits | AID 887, 2007; also: potency is read from the fitted curve at half-maximal effect; % is scaled to controls: 0 for no effect and ±100 for the full control effect; nearly all actives have a fitted effect of over 55% in size
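Inhibition is scored from a chromogenic endpoint. After 15 min enzyme-compound contact, arachidonic acid (50 uM final) reacts 6 min with 40 nM 15hLO-1 at room temperature, then Fe-XO reagent is added for 30 min and absorbance ratio recorded.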
Tau filament bind: qHTS Assay for Tau Filament Binding. Potency, µM (series often up to 57.1 µM), for the others: at the highest dose activity change, negative = inhibition. AID 596, 2007. 71,000 compounds, 2% hits. Microtubule-associated protein tau (Homo sapiens), P10636. recombinant tau filaments, thioflavin S fluorescence, 15 h; filaments grown with octadecylsulfate alongside compound;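 also: potency is read from the fitted curve at half-maximal effect; % is scaled to controls: 0 for no effect and ±100 for the full control effect; actives lower thioflavin S fluorescence by blocking filaments or displacing dye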
Target sequence (P10636 whole entry, looked up): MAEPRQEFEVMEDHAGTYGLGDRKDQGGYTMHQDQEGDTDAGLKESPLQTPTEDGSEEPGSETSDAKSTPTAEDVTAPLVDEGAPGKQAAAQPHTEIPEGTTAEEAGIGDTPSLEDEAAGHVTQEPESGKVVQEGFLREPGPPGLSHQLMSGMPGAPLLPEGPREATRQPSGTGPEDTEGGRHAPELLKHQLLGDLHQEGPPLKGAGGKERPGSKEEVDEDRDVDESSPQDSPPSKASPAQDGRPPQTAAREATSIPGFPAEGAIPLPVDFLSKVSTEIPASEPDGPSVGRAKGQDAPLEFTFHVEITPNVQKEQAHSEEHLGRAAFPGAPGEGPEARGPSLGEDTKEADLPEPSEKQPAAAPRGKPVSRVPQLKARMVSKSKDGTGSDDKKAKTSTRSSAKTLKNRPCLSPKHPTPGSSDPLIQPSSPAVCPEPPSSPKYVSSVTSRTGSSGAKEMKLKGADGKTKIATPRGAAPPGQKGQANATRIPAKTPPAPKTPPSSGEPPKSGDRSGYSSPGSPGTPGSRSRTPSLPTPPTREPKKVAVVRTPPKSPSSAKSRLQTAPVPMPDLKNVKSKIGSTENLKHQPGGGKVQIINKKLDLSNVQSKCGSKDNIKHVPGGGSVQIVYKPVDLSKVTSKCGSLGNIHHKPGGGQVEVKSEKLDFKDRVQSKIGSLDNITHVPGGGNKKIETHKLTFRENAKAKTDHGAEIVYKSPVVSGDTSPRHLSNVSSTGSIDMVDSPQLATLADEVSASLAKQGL
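Tau 2 uM in ThS buffer dispensed; compound added; 60 uM ODS added (finals 1 uM tau, 30 uM ODS); 15 h 37 C; fluor ex450/em510.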
Numbers without * were called inactive; i = inactive; ? = inconclusive; . = no result given; [ ] = dose if it differs, or a comment. Unless noted, calls follow the shape of the dose curve; as a rule, active = well fitted curve in the direction sought with a large enough effect; inconclusive = small, poorly fitted or top-dose-only effect, or another doubt; inactive = no such curve, though single readings can be large; an effect the other way counts as inactive or inconclusive.

SMILES	Texas Red fluor	FLuc inh	Rhodamine fluor	ERK AVP inh	HBB splice mod	Hsp90 Hop PPI	Pol III holo inh	CRE Fsk mod	HADH2 inh	15-hLO inh	Tau filament bind
Cc1cc(C)c2c3c(sc2n1)C(=O)N(C)CC(=O)N3	i	0.3%	i	1.6%	-0.7%[1.84 µM]	-2.6%	-4.0%	-3.6%	-15.0%	0.6%	-0.1%
COc1ccc(CNc2cc(-c3cccc(C#N)c3)ncn2)c(OC)c1	i	-2.6%[2.29 µM]	i	-28.5%	0.8%	0.2%	-6.6%	?	6.1%	-24.4%	14.4%
O=C(NCCCN1CCN(Cc2ccccc2)CC1)C1CCN(S(=O)(=O)N2CCCC2)CC1	i	-0.6%	i	10.0%	-2.9%	-1.3%	-2.7%	?	6.0%	7.8%	5.2%
O=C(CSc1nnc(-c2ccc(O)cc2)n1Cc1ccco1)N1CCc2ccccc2C1	i	-0.4%	i	-14.2%	-0.2%	-10.8%	-0.9%	?	-3.1%	-26.7%	6.3%
COc1cccc2c(=O)c(C(=O)NCc3cccs3)c[nH]c12	i	?	i	-6.9%	.	-2.5%	8.2%	?	?	-1.6%	-10.2%
COc1ccc(-c2nnc(SCC#CCO)o2)cc1OC	i	-0.5%	i	?	2.6%	?	14.4%	?	-0.4%	-1.8%	-5.6%
COc1ccc(C)cc1S(=O)(=O)N(CC(=O)N1CCOCC1)Cc1ccccc1	i	1.5%	i	-21.4%	-0.7%	-3.1%	-3.2%	3.0%	16.8%	5.4%	6.3%
CCOC(=O)CSc1nnc(CNC(=O)c2ccc(OC)cc2OC)n1C	?	0.6%	i	5.8%	2.4%	-2.3%	-2.7%	-4.0%	6.2%	4.6%	14.2%
O=C(NCc1ccccn1)c1c(O)c2cccc3c2n(c1=O)CC3	i	2.9%	i	-15.0%	-0.1%[57.5 µM]	-3.2%	0.1%	10.6%	4.5%	5.0%	-6.8%
c1cnc(-c2nnc3n2CCCCC3)cn1	i	1.0%	i	0.2%	1.1%	0.1%	-10.2%	-7.1%	-2.6%	-0.9%	3.4%
Cc1ccc(N[C@H](c2ccccc2)c2ccc3cccnc3c2O)cc1	i	0.2%[11.4 µM]	i	-7.9%[11.5 µM]	1.2%[9.22 µM]	-20.1%[11 µM]	-12.5%[11.4 µM]	7.6%[7.6 µM]	8.5%[11.4 µM]	37.8%[activator][11.4 µM]	-17.4%[11.4 µM]
COc1ccc(CNC(=O)c2ccc3nccnc3c2)cc1	i	2.6%	i	4.7%	-0.2%[57.5 µM]	-2.7%	-4.1%	2.9%	-12.4%	8.7%	-16.0%
CCC(Oc1ccc2ccccc2c1)C(=O)O (stereo not given)	?	5.3%	i	11.5%	2.3%	2.0%	-8.7%	-4.3%	0.9%	7.7%	5.5%
c1cnc(N2CCSCC2)nc1	.	-3.7%	.	-9.3%	0.1%	-5.7%	-4.6%	-5.8%	1.2%	2.6%	-0.1%
CN(C1CCCCC1)S(=O)(=O)c1ccccc1	i	0.6%	i	2.9%	-0.6%	2.5%	-3.4%	7.6%	0.5%	1.5%	-3.4%
O=C(Cn1cc2c(n1)CCCCC2)N1CCCCC1	.	0.5%	.	-14.7%	0.3%	-1.5%	0.2%	3.3%	-0.4%	2.9%	15.5%
COc1ccc(-c2[nH]c(-c3ccc(F)cc3)nc2SCC(=O)NCc2ccco2)cc1OC	.	-0.2%	.	1.2%	0.4%	-4.1%	-8.9%	15.3%	-11.8%	-16.5%	2.8%
COc1cccc(CNC(=O)C2CCN(C(=O)N(C)C)CC2)c1	i	1.6%	i	10.5%	0.7%[57.5 µM]	-1.5%	-0.9%	?	2.1%	3.9%	5.9%
COC(=O)c1ccc(CSc2nc(C)nc3c2c(=O)n(C)c(=O)n3C)o1	.	1.8%	.	.	-0.9%	2.1%	-0.8%	2µM*	-3.6%	7.5%	38.9%
COc1cc(NC(=O)Cc2nn(C)c(=O)c3ccccc23)cc(OC)c1	i	1.6%	i	-17.3%	-1.1%	-2.8%	6.4%	13.0%	-5.8%	0.0%	-7.6%
Cc1nc(C)c(-c2csc(Nc3cccnc3)n2)s1	?	-21.6%	i	-10.8%	-0.2%	-0.8%	-7.9%	10µM*	6.3%	0.0%	?
CCOC(=O)N1CCC(N2Cc3cccc(C(=O)NCC4CCN(CC(C)C)C4)c3C2=O)CC1 (stereo not given)	.	-0.5%	.	-8.6%	-0.7%	-4.4%	-8.1%	-8.4%	-24.9%	-9.6%	0.1%
COc1ccc(Nc2nc(CC(C)=O)ns2)cc1OC	i	-2.0%	i	4.4%	.	-9.1%	-3.5%	?	-11.9%	9.1%	6.2%
CC(=O)NC1CC2CCC(C1)N2Cc1ccc(C)cc1 (stereo not given)	i	2.1%	i	-1.3%	0.1%[57.5 µM]	0.5%	-1.7%	-5.4%	-2.2%	4.1%	2.5%
Cc1c(CN2CCC(C)CC2)c(=O)n(-c2ccccc2)n1C	.	1.0%	.	19.7%	-3.8%[0.0738 µM]	-6.0%[11 µM]	6.4%[11.4 µM]	?	1.6%[11.4 µM]	-3.1%[11.4 µM]	6.4%[11.4 µM]
CCN(CC)CCNc1nc2c(c(=O)[nH]c(=O)n2C)n1CC(O)COc1ccc(Cl)cc1Cl (stereo not given)	i	-1.3%	i	-29.8%	6.3%[0.369 µM]	-6.8%	-8.2%	-10.1%	-8.6%	?	-2.1%
Cc1nc(Nc2ccc3c(c2)OCCO3)c2nnn(Cc3ccccc3Cl)c2n1	?	-13.3%	i	6.4%	-1.3%	14.1%	-0.6%	?	108.6%[activator]	-16.8%	33.8%
Cc1ccc(OCC(=O)NCc2ccco2)cc1C	i	-1.8%	i	3.7%	-0.7%	-4.6%	-4.1%	-8.7%	-13.1%	-13.0%	17.7%
CC12CC(NC(=O)N1Cc1ccccc1)c1ccccc1O2 (stereo not given)	i	-1.2%	i	8.2%	1.0%	-4.2%	2.1%	-1.9%	3.6%	-2.8%	5.5%
c1ccc2c(c1)nc(N1CCOCC1)c1c3ccccc3[nH]c21	i	1.2%	i	1.5%	0.1%	-5.8%	4.2%	4.5%	-6.5%	1.4%	-4.1%
O=c1cc(CN2CCN(c3ccccc3)CC2)c2cc(O)c(-c3ccccc3)cc2o1	i	3.3%	i	4.5%	-1.2%	-0.9%	-1.7%	?	2.9%	-12.0%	-11.8%
CCOc1ccccc1N/C=C/C(=O)C(C)(C)C	i	-2.1%	i	-21.8%	1.9%	1.3%	-2.5%	-1.0%	6.4%	-1.9%	-1.3%
CC1CCc2nn(CC(=O)NCc3ccc(F)cc3)cc2C1 (stereo not given)	.	1.1%	.	3.0%	0.5%	-0.8%	2.5%	-6.4%	-1.8%	0.8%	-6.2%
COc1ccc(C2(C(=O)O)CCCC2)cc1	i	2.1%	i	-0.3%	-0.3%[57.5 µM]	-4.8%	-3.5%	?	3.2%	6.1%	-10.4%
CC1CN(C(=O)c2ccccc2)OC(c2ccc3c(c2)OCO3)O1 (stereo not given)	i	0.2%	i	23.9%	1.4%	-0.7%	-5.3%	-10.6%	-1.5%	1.5%	20.0%
Cc1ccc(-c2nnc(CSc3nncn3N)o2)cc1	i	-2.9%	i	-5.9%	.	-0.4%	-5.7%	-1.9%	-3.3%	-43.1%	-2.7%
Cc1nnc(C)n1/N=C/C=C/c1ccccc1	i	4.4%	i	2.8%	.	-1.9%	-0.9%	2.7%	-1.3%	-2.0%	8.8%
CCCS(=O)(=O)C(=C1NCCO1)S(=O)(=O)CCC	i	-0.8%	i	-6.3%	.	1.7%	-2.1%	-2.4%	3.7%	-3.2%	-8.3%

Bioassay records from PubChem BioAssay.

Only part of the results is shown (hit frequency here may not be typical).
